GSK3 alpha inh: blockers of GSK3A enzyme activity – biochemical, luminescence, cell-free homogeneous, HTS, primary screen; Glycogen synthase kinase-3 alpha (Homo sapiens), P49840; GSK-3 alpha kinase, ADP-Glo luminescence, 60 min; inhibition, % at 10 µM; 0.1% of 320,000 active;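 in the data active = inhibition above about 50%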;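 note: GST-tagged GSK-3 alpha with peptide substrate and 25 µM ATP; 0% = DMSO neutral wells and 100% = GW8510 positive control wells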
Target sequence (P49840 whole entry, looked up): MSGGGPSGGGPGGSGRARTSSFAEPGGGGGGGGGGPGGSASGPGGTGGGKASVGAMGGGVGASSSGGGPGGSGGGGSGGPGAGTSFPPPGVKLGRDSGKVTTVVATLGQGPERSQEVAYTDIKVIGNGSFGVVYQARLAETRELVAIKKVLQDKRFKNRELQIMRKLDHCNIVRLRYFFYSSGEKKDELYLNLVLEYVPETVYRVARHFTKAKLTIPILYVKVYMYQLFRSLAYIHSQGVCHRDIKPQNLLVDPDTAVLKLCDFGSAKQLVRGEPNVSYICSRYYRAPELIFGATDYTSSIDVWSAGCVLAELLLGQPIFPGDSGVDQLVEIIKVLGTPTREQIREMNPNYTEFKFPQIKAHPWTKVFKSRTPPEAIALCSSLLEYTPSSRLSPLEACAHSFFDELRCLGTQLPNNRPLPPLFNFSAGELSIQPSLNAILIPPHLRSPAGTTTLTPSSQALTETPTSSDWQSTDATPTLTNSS
HDAC3 inhib: HDAC3 deacetylase inhibitors, primary screen, biochemical, fluorescence, cell-free homogeneous | 0.15% of 320,000 active | AID 2718, 2010 | inhibition, % at 8.3 µM | Histone deacetylase 3 (Homo sapiens), O15379 | recombinant HDAC3, fluorogenic peptide/trypsin coupled; in the data active = inhibition above about 26%, passing the limit was not always enough; inconclusive = no clear call, values can overlap the other calls
HSF-1 act: HSF-1 activators, primary screen, NIH3T3-HGL cells, MG132 stress, luminescence, single point. NIH3T3-HGL HSF-1 luciferase reporter, 8 h; 100% = twice DMSO control signal. AID 504408, 2011. 1.7% of 300,000 active. activation, % at 9 µM;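 active = mean replicate activation of at least 50% with a set share of replicates each reaching 50%; inconclusive = only one of those two conditions met; inactive = mean below 50% and too few replicates reaching it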;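 note: 0% = median of the neutral control wells and 100% = twice that signal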
HSP90 inh: HSP90 inhibitors, primary screen, cell lysate, luminescence. Heat shock protein HSP 90 (rabbit reticulocyte lysate; luciferase refolding). Rabbit reticulocyte lysate, luciferase refolding luminescence, 3 h. inhibition, % at 5.6 µM. 0.91% of 290,000 active;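 active = inhibition above the screen-wide mean plus 3 SD, computed separately per campaign, cut at about 16% in these data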;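 note: 0% = DMSO wells and 100% = 60 µM geldanamycin wells; inhibitors lower the luminescence because luciferase stays unfolded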
PolyA inhibitor: polyadenylation inhibitors in yeast reporter cells, primary screen, luminescence, S. cerevisiae; S. cerevisiae SKY197-pL101 polyadenylation reporter, beta-gal luminescence; efflux-impaired pdr1/pdr3 knockout yeast; score 100 = 6 SD above DMSO; calls only at 12 µM; 0.02% of 300,000 active; AID 1875, 2009;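 active = lowest replicate activity score at least 50, where 100 means six control SD above control mean; inconclusive = lowest score under 50 but half or more replicates reach 50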;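 note: yeast exposed to compound for 9 h at 30 °C; higher score means more reporter readthrough which indicates perturbed polyadenylation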
Dyrk1A ADPGlo: rat Dyrk1A kinase inhibitors, primary screen, biochemical, single point, plate reader; 0.43% of 310,000 active; ADP-Glo luminescence, NFATc1 peptide; inhibition, % at 12.5 µM; in the data active = inhibition above about 50%;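 note: plate controls were vehicle with enzyme for no effect and no enzyme for full effect; many of its hits are not listed in these tables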
AI-2 QS modul: Vibrio harveyi AI-2 quorum sensing modulators, primary screen, JMH597 strain, luminescence/OD600 ratio; activity change, % at 7.5 µM; 0.4% of 300,000 active; AID 2094, 2009; Vibrio harveyi JMH597 AI-2 luminescence/OD600 ratio, 9 h; hits give low values; strain lacks LuxN and CqsS sensors; 0 = neutral-control median; in the data active = activity change below about -75%, passing the limit was not always enough; inconclusive = no clear call, values can overlap the other calls;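 note: luminescence divided by OD600 gain over 9 h not by final OD600 alone; inactives centre near 13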
GSK3beta inhib: human GSK3beta kinase inhibitors, primary screen, biochemical, cell-free homogeneous, HTS; 0.038% of 300,000 active; GST-GSK3beta kinase, ADP-Glo luminescence, 60 min; hits give low values; AID 2097, 2009; activity score (negative = inhibition), % at 10 µM;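 active = more than half of replicate wells score below -50%, meaning over 50% inhibition versus plate controls; inconclusive = some replicates but at most half score below -50%; inactive = no replicate scores below -50%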;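 note: 0% = median DMSO wells and -100% = median GW8510 positive control wells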
Target sequence (P49841 whole entry, looked up): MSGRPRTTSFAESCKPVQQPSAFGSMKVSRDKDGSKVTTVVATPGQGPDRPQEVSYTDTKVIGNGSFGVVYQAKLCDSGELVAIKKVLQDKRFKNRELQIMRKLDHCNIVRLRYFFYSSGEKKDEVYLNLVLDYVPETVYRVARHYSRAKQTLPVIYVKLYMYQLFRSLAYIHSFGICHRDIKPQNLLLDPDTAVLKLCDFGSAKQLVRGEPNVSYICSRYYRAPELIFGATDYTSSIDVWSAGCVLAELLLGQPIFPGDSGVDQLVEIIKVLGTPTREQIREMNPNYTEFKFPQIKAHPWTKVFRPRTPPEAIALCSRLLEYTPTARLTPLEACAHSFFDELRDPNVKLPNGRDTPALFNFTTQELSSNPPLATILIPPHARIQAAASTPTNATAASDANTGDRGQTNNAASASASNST
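Assay system: GST-tagged human GSK3beta kinase, cell-free; Input: 1.6 ng GSK3beta; Medium: Tris/MgCl2 kinase buffer; Timing: 60 min enzyme reaction, room temperature; Signal: ADP-Glo luminescence quantifying ADP generated by kinase; Evaluation: score relative to plate controls; Benchmarks: DMSO neutral wells and GW8510 at 20 µM as positive.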
HSF1 inhib: HSF1 inhibitors in luciferase reporter cells, primary screen, cell-based, NIH3T3, luminescence; NIH3T3-HGL HSE-luciferase, MG132-induced, luminescence 8 h; hits give low values; activity change, negative = inhibition, % at 7.5 µM (by protocol); 0.77% of 300,000 active;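 active = more than half of replicate wells show activity change below -50%, luminescence cut by over half; inconclusive = some wells, but at most half, below -50%; inactive = no replicate well below -50%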;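 note: luciferase reports HSF-1 transcriptional activity via heat shock element; 0% = median of DMSO wells and -100% = zero luminescence signal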
Platelet DG rel: inhibitors of platelet dense granule secretion, primary screen, cell-based, MLPCN, human platelets. 0.22% of 300,000 active. AID 1663, 2009. inhibition, %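 (compounds screened at 7.5 µM in platelet-rich plasma)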. human platelet-rich plasma, SFLLRN dense granule ATP release, luminescence;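 active = mean replicate score, as percent of positive control, at or above 50; inconclusive = mean below 50 but at least one replicate at or above 50; inactive = mean and every replicate below 50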
* hit, by the source's call; i = inactive; ? = inconclusive; / = no result given. Only part of the results is shown. The share of hits here may be higher or lower than overall.

SMILES	GSK3 alpha inh	HDAC3 inhib	HSF-1 act	HSP90 inh	PolyA inhibitor	Dyrk1A ADPGlo	AI-2 QS modul	GSK3beta inhib	HSF1 inhib	Platelet DG rel
COc1ccc(CCNC(=O)Cn2cnc3c2c(=O)n(C)c(=O)n3C)cc1OC	1	0	-2	1	i	-6	1	1	0	-7
CCOC(=O)c1ccc(NC(=O)CSc2nc(NC(=O)c3ccccc3)c3c(C)c(C)oc3n2)cc1	-1	-2	0	0	i	0	16	-1	-3	-3
Cc1nc(C2COc3ccccc3O2)sc1C(=O)O (centres undefined)	-2	/	10	4	i	22	17	-2	6	-3
Cc1noc(C)c1COC(=O)COc1ccc2c(C)cc(=O)oc2c1	-2	1	29	-2	i	0	16	1	-1	-4
COc1ccc(C(O)(C(C)C)C(CN2CCOCC2)c2ccc(Cl)cc2)cc1 (centres undefined)	-1	2	1	-7	i	-2	-7	2	-1	-2
COC(=O)c1ccc(-c2noc(CN(Cc3nccn3C)C(C)C)n2)cc1	2	8	14	-7	i	4	15	-4	-7	7
CN1CCC(N(C)C(=S)Nc2ccc(SC(F)F)cc2)CC1	0	-3	11	-3	i	-18	13	0	-7	10
CCCC1CCC(c2ccc(OCC)cc2)=CC1=O (centres undefined)	-2	4	33	8	i	4	21	5	25	-1
COc1ccc(C)c(S(=O)(=O)Nc2ccc(OCC(=O)O)cc2)c1	-1	0	1	0	i	1	29	-1	-2	-3
CCc1ccccc1S(=O)(=O)Cc1ccc(C(=O)NCC2CCCO2)o1 (centres undefined)	-3	5	14	-1	i	1	13	-2	-3	2
CC12CCC(=O)N1C(C(=O)N1CCN(S(=O)(=O)c3ccc(F)c(F)c3)CC1)CS2 (centres undefined)	-3	1	-20	/	i	4	17	-2	-2	-17
COc1cccc(NC(=O)c2nc3ncccn3n2)c1	0	-2	-1	4	i	2	10	-4	6	15
CCOc1cc(/C=N/N=C(/N)c2nonc2N)cc(Br)c1OCc1ccc(Cl)cc1	-3	-3	4	1	i	1	14	-1	-11	1
Cc1c(C(=O)N2CCC3(CC2)CC(=O)c2ccccc2O3)cccc1[N+](=O)[O-]	-2	-7	-4	/	i	-5	27	0	-2	3
Oc1ccc(C=NCCc2ccccc2)cc1	-3	1	9	-2	i	-2	6	-3	0	-10
O=C(CNS(=O)(=O)c1ccccc1)Nc1cccc([N+](=O)[O-])c1	0	5	15	1	i	1	-8	1	7	2
c1ccc(-c2cn3c(n2)-c2ccccc2C3)cc1	11	-5	16	18*	i	23	5	2	4	28
O=C(Nc1cccc(S(=O)(=O)N2CCOCC2)c1)c1c2c(nc3ccccc13)CCC2	-4	2	11	-1	i	-1	39	-1	15	-25
COc1ccc(NC(=O)N2C3CCCC2CC(NC(=O)C2CC2)C3)cc1 (centres undefined)	-1	0	-2	2	i	-4	11	1	-1	0
Cc1ccc(C(=O)Nc2cc(C(F)(F)F)ccc2N2CCCCC2)cc1[N+](=O)[O-]	0	-1	7	1	i	6	-5	2	3	-4
COCc1ccc(CN2CCCC(C(=O)Nc3ccc(-c4cccc(OC)c4)cc3)C2)o1 (centres undefined)	-1	1	4	1	i	-2	6	-2	-1	10
CC(C)(Oc1ccc(Cl)cc1)C(=O)NCCCn1ccnc1	0	/	-4	-1	i	3	18	0	-10	8
COC(=O)[C@H](Cc1ccccc1)NC(=O)c1ccc2ccccc2n1	-1	3	11	-5	i	7	40	1	14	2
COc1ccc(C(=O)NC2CCCc3ccccc32)cc1[N+](=O)[O-] (centres undefined)	-8	-3	-8	1	i	1	9	3	-6	1
COc1ccc(/C=C/c2nc(S(=O)(=O)c3ccccc3)c(NCCCN(C)C)o2)cc1OC	2	4	-1	3	i	-4	-8	0	3	-2

Brought forward from above: 2 compounds, followed by the next part.
SMILES	GSK3 alpha inh	HDAC3 inhib	HSF-1 act	HSP90 inh	PolyA inhibitor	Dyrk1A ADPGlo	AI-2 QS modul	GSK3beta inhib	HSF1 inhib	Platelet DG rel
COc1ccc(C(=O)NC2CCCc3ccccc32)cc1[N+](=O)[O-] (centres undefined)	-8	-3	-8	1	i	1	9	3	-6	1
COc1ccc(/C=C/c2nc(S(=O)(=O)c3ccccc3)c(NCCCN(C)C)o2)cc1OC	2	4	-1	3	i	-4	-8	0	3	-2
C=CCn1c(-c2ccccc2)ccc(C#N)c1=O	-1	12	8	0	i	0	-9	-7	-1	-8
CCCc1cc(=O)n2[nH]c(CCc3ccccc3)nc2n1	-2	6	-16	4	i	-3	32	-1	-3	-2
CCc1ccc(NS(=O)(=O)c2ccc(OC)c(C)c2)cc1	-6	0	26	-1	i	2	5	2	6	1
COc1cccc(-c2coc3c(C)c4oc(=O)c(CCC(=O)O)c(C)c4cc23)c1	3	1	4	10	i	14	21	-16	-12	0
CC1CCN(Cc2c(O)ccc3c2O/C(=C\c2ccco2)C3=O)CC1	33	9	12	-1	i	9	30	0	-7	-4
Cc1ccc(-c2nc3ccccc3[nH]2)cc1NC(=O)c1sc2ccccc2c1Cl	-5	-8	10	1	i	-2	10	1	2	-2
CCNc1nc(NCC)nc(OCCOC(=O)Nc2ccccc2)n1	2	-6	-7	4	i	-11	-1	-1	0	-13
CCC(=O)NCCNc1ccc([N+](=O)[O-])cn1	6	2	5	-4	i	/	23	2	1	-1
O=C(COc1coc(CN2CCCc3ccccc32)cc1=O)Nc1ccc([N+](=O)[O-])cc1	/	/	4	/	i	-2	13	-1	-6	-27
CC(C)NC(=S)NCc1cccnc1	-1	-4	11	-3	i	-2	12	3	9	6
Cc1ccc2ncnc(-c3ccccc3)c2c1	-1	3	-28	5	i	-7	-1	1	-6	22
CCCc1cc(=O)oc2cc(C)cc(OCC(=O)Nc3ccc(S(N)(=O)=O)cc3)c12	-1	-9	-2	-1	/	4	33	-1	-2	5
c1ccc(OCc2nnc3n2CCCCC3)cc1	-2	-4	-13	0	i	5	-4	2	-3	16
NC(=O)C(CCC(=O)c1ccc(Br)cc1)S(=O)(=O)c1ccccc1 (centres undefined)	-2	-5	11	6	i	/	8	2	-2	-2
COC(=O)c1ccc(SCC(=O)N2CCC(C)CC2)c([N+](=O)[O-])c1	-3	-2	-3	-3	i	2	26	-6	2	0
O=C1c2cccnc2C(Nc2ccc(Br)cc2Br)N1Cc1cccs1 (centres undefined)	-3	4	37	4	i	/	2	2	17	-7
N#CCCn1cc(C=C(C#N)C#N)c(-c2ccc(-c3ccccc3)cc2)n1	0	-10	?	0	i	4	-7	4	23	-1
Cc1cccc(CSc2nc3c(c(=O)n2C)SCC3)c1	-4	-3	-10	2	i	-6	2	2	-4	4
O=C(CNC(=O)c1ccccc1)OCc1ccc([N+](=O)[O-])cc1	2	-1	16	-5	i	4	-11	1	13	1
O=C(CSC1=NCCS1)N1CCCCCC1	0	3	24	2	i	-3	2	0	5	-2
Cc1ccn2cc(C34CC5CC(CC(C5)C3)C4)nc2c1	-1	3	19	-1	i	1	28	1	4	-5
CCCCOCCCNS(=O)(=O)c1ccccc1	-2	5	-4	-4	i	-5	24	0	-9	0
CCOC(=O)C(=CNc1ccc2c(c1)nnn2-c1ccc(Cl)cc1)C(=O)OCC	-1	-1	11	-3	i	2	21	1	-3	-8
CCOC(=O)c1cccnc1NC(=O)c1ccncc1	0	-1	-60	4	i	5	13	-7	-53*	11
C#CCOC(=O)CCCC(=O)Nc1ccccc1OC	0	2	-1	-3	i	-1	30	0	-2	2

(list continues)
SMILES	GSK3 alpha inh	HDAC3 inhib	HSF-1 act	HSP90 inh	PolyA inhibitor	Dyrk1A ADPGlo	AI-2 QS modul	GSK3beta inhib	HSF1 inhib	Platelet DG rel
Cc1ccc(Nc2nc3ccccc3c(=O)s2)cc1	/	6	15	2	i	-2	6	-2	-9	-1
CCn1c(COc2cccc(OC)c2)nnc1SCC(=O)NC1CCCC1	/	/	16	2	i	-2	10	8	-4	10
CCc1nc2ccccc2[nH]1	-2	-8	-7	-3	i	1	22	-2	-6	3
COc1ccccc1NC(=O)N1C2CCCC1CC(NC(=O)c1ccccc1)C2 (centres undefined)	1	-7	-6	-1	i	-6	4	-3	1	5
O=C(CSc1nnc2ccccn12)NCCN1C(=O)CSC1=O	21	-5	/	-3	i	0	19	-3	/	2
COC(=O)C1=NN(C(C)(C)CC(C)=O)C2C(=O)N(C3CCCCC3)C(=O)C12 (centres undefined)	-1	-5	7	3	i	-9	18	5	-6	-3
CC(=O)Nc1cccc(C(=O)OC(C)C(=O)NC2CCCc3ccccc32)c1 (centres undefined)	1	-1	-2	-1	i	2	13	1	-3	6
O=C1Nc2ccc([N+](=O)[O-])cc2OC1CCN1CCOCC1 (centres undefined)	1	3	1	0	i	7	24	4	-7	-13
COc1cc(/C=C2\SC(=S)N(C(C(=O)O)c3ccccc3)C2=O)ccc1O (centres undefined)	-6	3	5	2	i	15	8	3	-4	2
Cc1ccc(C(=O)NNC(=O)C2CCN(S(=O)(=O)c3ccc(C)cc3)CC2)cc1	-1	/	-3	-5	i	-3	30	1	-4	-10
Cc1cc(NC(=O)CSc2nc(Cc3ccc(O)cc3)c(C)[nH]2)no1	2	3	2	-3	i	/	11	2	-2	0
Oc1ccccc1/C=N/NC(=S)NC1CC2CC1C1C=CCC21 (centres undefined)	0	12	18	1	i	/	32	-4	10	-4
COc1ccc(-c2cc(C(=O)N3CCN(c4ccccc4)CC3)c3ccccc3n2)cc1	/	2	-4	3	i	0	30	2	7	-4
COCC(C)n1c(SCC(=O)Nc2oc(C)c3c(C)n[nH]c(=O)c23)nc2ccccc2c1=O (centres undefined)	0	/	5	4	i	9	21	1	-3	1
CC(C)Sc1nc2ccccc2[nH]1	-1	1	-4	4	i	2	2	-6	-7	0
N/C(Cc1ccc([N+](=O)[O-])cc1)=N\OC(=O)C(c1ccccc1)c1ccccc1	-5	1	21	4	i	0	12	-1	-2	11
COC(=O)c1ccc(CSc2nc3c(cnn3-c3ccc(C)c(C)c3)c(=O)[nH]2)o1	0	-6	/	-1	/	3	/	/	/	/
CCN1CCN(C(=O)c2sc3ncnc(N4CCc5ccccc5C4)c3c2C)CC1	-3	-1	-20	3	i	2	17	2	3	-2
CCOC(=O)c1cc(C(O)(C(F)(F)F)C(F)(F)F)c(/N=C/N(C)C)o1	2	5	-13	-3	i	-2	3	2	-3	-11
Cc1ccc(NC(=O)c2cccnc2C(=O)O)nc1	-2	6	-1	-2	i	4	24	1	-4	-4
